Compound activity as filed in PubChem.
TR SRC2 fluor cs: Total Fluorescence Counterscreen for Inhibitors of the Interaction of Thyroid Hormone Receptor and Steroid Receptor Coregulator 2. TRb/SRC2 Texas Red total fluorescence interference. Potency, µM (doses to about 106 µM), for inactives: at the highest dose fluorescence change, negative = quenching. actives 0.29% (n = 280,000). AID 1479, 2009; active means well fitted curve in either direction with a large enough effect; inconclusive means small, poorly fitted or top-dose-only effect; further: on the % scale 0 is the no-effect control and ±100 the full control effect
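Flags fluorescent or light-absorbing compounds by total fluorescence, S + 2P, at 555 nm excitation and 632 nm emission. Mixture: 20 nM Texas Red SRC2 peptide, 0.6 uM human TRb LBD, 1 uM T3, 5% DMSO; compound exposure 5 h at ambient temperature.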
Lamin A splicing: qHTS Assay for Modulators of Lamin A Splicing | HeLa LMNA splicing GFP/RFP minigene ratio, 48 h | Potency, µM (titrated, usually from 46.1 µM), for the others: at the top dose ratio change, negative = inhibition, usual class: inhibitors | actives 0.01% (n = 200,000); active means well fitted inhibition curve with a large enough effect in the signal ratio, with a control signal flat, not every such curve was filed as active; inconclusive means small, poorly fitted or top-dose-only effect, or effect the other way, or a change in a side signal; the % refers to the signal ratio; further: on the % scale 0 is the no-effect control and ±100 the full control effect
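Read-out is the ratio of GFP to DsRed2 object intensity, acquired by 488 nm laser-scanning cytometry on HeLa lamin A-EGFP minigene reporter cells. Compound incubation 48 hrs at 37 °C in Opti-MEM with 2% FBS; DMSO 0.5% final.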
SMN2 splice enh: qHTS Assay for Enhancers of SMN2 Splice Variant Expression | actives 2.8% (n = 210,000) | HEK293 SMN2-luciferase splicing reporter, luminescence, 30-36 h | Potency, µM (top dose mostly 46.1 µM), for the others: at the highest dose activity change, positive = activation, usual class: activators; further: % of control where 0% means no effect; nearly all actives have a fitted effect of over 55% in size
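HEK293 cells carry an SMN2 minigene-luciferase reporter in which exon 7 inclusion puts luciferase in frame. Cells were seeded at 2000 cells/well, attached for 10-12 hours, then exposed to compounds for 30-36 hours at 37C before ONE-Glo luminescence.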
JMJD2E inh: qHTS Assay for Inhibitors of Human Jumonji Domain Containing 2E (JMJD2E). Lysine-specific demethylase 4E (Homo sapiens), B2RXH2. JMJD2E catalytic domain, FDH-coupled NADH fluorescence (FDH is formaldehyde dehydrogenase). Potency, µM (doses to about 57.1 µM), inactives show at the top dose activity change, negative = inhibition, hits mostly inhibitors. actives 1.6% (n = 230,000); active means well fitted inhibition curve with a large enough effect, not every such curve was filed as active; inconclusive means small, poorly fitted or top-dose-only effect, or another doubt; inactive means no such curve, though single readings can be large or run the other way;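 further: 0% = wells with enzyme and -100% = buffer wells without enzyme; nearly all actives have a fitted effect of over 50% in size; many of its hits are not listed in these tables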
RECQ1 helicase: qHTS Assay for Inhibitors of RecQ-Like Dna Helicase 1 (RECQ1); RECQ1 DNA unwinding, red fluorescence kinetic read; Potency, µM (series often up to 57.3 µM), for the others: top-dose activity, negative = inhibition, actives largely listed as inhibitors; actives 0.54% (n = 240,000);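 further: plate controls were vehicle for no effect and no enzyme for full effect; nearly all actives have a fitted effect of over 30% in size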
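50 nM RECQ1T1 preincubated 15 min with compound in Tris pH 8.0 buffer with MgCl2, DTT, Tween-20 and 2.5 ug/ml poly(dI-dC); started with 200 nM TAMRA/BHQ-2 forked duplex and 2 mM ATP. Unwinding read as fluorescence (525/598 nm), two reads 2 h apart.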
TRb-SRC2 inh: qHTS for Inhibitors of the Interaction of Thyroid Hormone Receptor and Steroid Receptor Coregulator 2 | Thyroid hormone receptor beta (Homo sapiens), P10828 | TRbeta-SRC2 peptide binding, fluorescence polarization; receptor liganded with 1 µM T3 | Potency, µM (doses to about 106 µM), without a hit: at the top dose activity change, negative = inhibition, usual class: inhibitors | actives 0.065% (n = 280,000);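 further: plate controls were bound peptide for no effect and peptide without receptor for full effect; nearly all actives have a fitted effect of over 50% in size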
Target sequence (P10828 whole entry, looked up): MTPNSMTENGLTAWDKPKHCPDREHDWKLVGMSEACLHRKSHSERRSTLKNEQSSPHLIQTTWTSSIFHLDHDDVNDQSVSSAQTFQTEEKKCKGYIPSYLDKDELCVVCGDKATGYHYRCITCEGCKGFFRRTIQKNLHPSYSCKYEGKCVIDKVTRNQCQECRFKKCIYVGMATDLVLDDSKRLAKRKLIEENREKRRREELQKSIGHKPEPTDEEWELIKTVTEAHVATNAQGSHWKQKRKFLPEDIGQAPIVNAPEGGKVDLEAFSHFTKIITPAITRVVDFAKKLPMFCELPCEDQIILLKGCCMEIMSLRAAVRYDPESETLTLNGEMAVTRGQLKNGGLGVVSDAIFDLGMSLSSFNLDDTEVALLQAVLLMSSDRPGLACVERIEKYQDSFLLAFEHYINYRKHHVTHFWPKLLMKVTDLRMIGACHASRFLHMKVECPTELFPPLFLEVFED
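A fluorescence polarization screen tested compounds at multiple concentrations against complex formation between 0.6 uM TRb ligand-binding domain and 20 nM Texas Red SRC2 peptide, with 1 uM T3 present; readout after 5 hr.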
ALDH1A1 block: qHTS Assay for Inhibitors of Aldehyde Dehydrogenase 1 (ALDH1A1) | Aldehyde dehydrogenase 1A1 (Homo sapiens), P00352 | Purified ALDH1A1, NADH fluorescence, propionaldehyde substrate | Potency, µM (series often up to 75.3 µM), inactives show at the highest dose activity, negative = inhibition, usual class: inhibitors | actives 7.3% (n = 220,000) | AID 1030, 2008; active means well fitted inhibition curve with a large enough effect, not every such curve was filed as active; inconclusive means small, poorly fitted or top-dose-only effect, or another doubt; inactive means no such curve, though single readings can be large or run the other way;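 further: plate controls were no enzyme wells and a reference inhibitor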
RGS12 GoLoco inh: qHTS Assay for Inhibitors of RGS12 GoLoco Motif Activity (Red Fluorophore). Gai1:RGS12 GoLoco peptide FP, rhodamine, 10 min. Potency, µM (series often up to 61.6 µM), inactives show at the top dose activity, negative = inhibition, actives largely listed as inhibitors. actives 0.44% (n = 230,000). AID 880, 2007. Guanine nucleotide-binding protein G(i) subunit alpha-1 (Homo sapiens), P63096; active means well fitted inhibition curve with a large enough effect, not every such curve was filed as active; inactive means no such curve, though single readings can be large or run the other way; further: on the % scale 0 is the no-effect control and ±100 the full control effect; nearly all actives have a fitted effect of over 30% in size; many of its hits are not listed in these tables
Target sequence (P63096 whole entry, looked up): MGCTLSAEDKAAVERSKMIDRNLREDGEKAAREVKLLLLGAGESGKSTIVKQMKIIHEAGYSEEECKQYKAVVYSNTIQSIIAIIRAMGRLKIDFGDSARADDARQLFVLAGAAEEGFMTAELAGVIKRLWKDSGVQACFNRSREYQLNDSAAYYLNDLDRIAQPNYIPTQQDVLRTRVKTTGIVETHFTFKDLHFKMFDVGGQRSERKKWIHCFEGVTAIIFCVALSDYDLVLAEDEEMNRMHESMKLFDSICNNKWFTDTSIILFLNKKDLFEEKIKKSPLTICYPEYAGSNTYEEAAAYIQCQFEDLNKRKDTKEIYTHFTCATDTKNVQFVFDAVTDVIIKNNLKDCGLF
An asterisk follows results filed as active; i = inactive; ? = inconclusive; / = no result given; & = joins results of further samples; [ ] = dose if it differs, or a comment. Unless noted, the call rests on the fitted dose curve; in most records, active means well fitted curve in the direction sought with a large enough effect; inconclusive means small, poorly fitted or top-dose-only effect, or another doubt; inactive means no such curve, though single readings can be large; an effect the other way counts as inactive or inconclusive. Potency means the concentration at half of the fitted maximal effect. This is a subset; the hit share may differ from the screen's.

SMILES | TR SRC2 fluor cs | Lamin A splicing | SMN2 splice enh | JMJD2E inh | RECQ1 helicase | TRb-SRC2 inh | ALDH1A1 block | RGS12 GoLoco inh
O=C(NC1CCN(C(=O)N2c3ccccc3Sc3ccccc32)CC1)c1ccccc1F | 1% | -2% | -56%[inhibitor] | -13% | -11% | -5% | 11µM* | 6%
O=C(c1ccc([N+](=O)[O-])c(CS(=O)(=O)c2ccc(Cl)cc2)c1)N1CCCC1 | -1% | -7%[9.22 µM] | -1% | 2% | -15% | 5% | ? | 3%
Cc1cc(C)nc(N/N=C/c2cc(Br)ccc2O)n1 | -2% | / | / | ? | -4% | -3% | / | 5%
CN(C)CCCNC(=S)NCCNc1nc2cc3c(cc2cc1C#N)OCO3 | 0% | -12%[9.22 µM] | -6% | ? | -4% | 4% | ? | -8%
Cc1ccn2cc(CCNC(=O)c3ccc(Br)o3)nc2c1 | -4% | 0% | -19% | -8% | -14% | -7% | 6% | 6%
Cc1oc(C)c(C(N)=O)c1C(N)=O | 0% | 7% | / | 0% | -11% | -11% | 0% | 2%
COC(=O)c1cccn(CC(=O)c2ccc(Cl)cc2Cl)c1=O | 0% | 9%[46 µM] | 7% | -6% | 3% | 0% | -6% | -9%
Cc1cccc(N/C=C/c2onc(C)c2[N+](=O)[O-])c1 | 1% | 18% | ? | -6% | i | 4% | 3% | 4%
CCOC(=O)C(=CNc1cc(OC)ccc1-n1cccc1)C(=O)OCC | 0% | / | / | ? | i | 4% | / | 7%
FC(F)(F)c1ccccc1-c1cncnc1NCc1cccnc1 | / | -13% | / | / | -7% | / | 8% | 12%
COc1ccc(/C=C/C(=O)NC(C)CCc2ccccc2)cc1 (configuration not stated) | 0% | 2% | 9% | 1% | ? | 0% | -12% | -18%
CC(=O)c1ccc(Nc2c(C)n(C)n(-c3ccccc3)c2=O)cc1 | 1% | / | 17% | 2% | i | -3% | 3% | 7%
CCCCC(=O)Nc1ccc2c(c1)OCCO2 | 2% | 0% | 78% | 11% | -4% | 12% | -10% | -7%
COc1cccc(C(=O)O/N=C2\CCS(=O)(=O)c3sccc32)c1 | 2% | ? | 2% | -4% | i | 0% | 0% | 5%
Cc1nn(Cc2ccccc2Cl)c(C)c1C(=O)NCc1ccco1 | -2% | -5% | 27% | -3% | i | -4% | 3% | 1%
CCCCOc1ccccc1NC(=O)CC1Nc2ccccc2NC1=O (configuration not stated) | 1% | 6% | -23% | ? | -3% | -7% | 14µM* | 17%
COc1ccccc1CN(CC(=O)NCc1ccc2c(c1)OCO2)C(=O)c1ccc2c(c1)OCCO2 | 1% | -6% | -4% | -10% | i | -3% | 0.079µM* | 2%
Cc1cc(NC(=O)Cn2nc(C(F)(F)F)c3c2CCC3)n(-c2ccccc2)n1 | 0% | 13% | 5% | 3% | -5% | 6% | -3% | 9%
CCCCC1=NN(C(=O)c2cccnc2)C(O)(C(F)(F)F)C1 (configuration not stated) | -1% | / | / | 3% | 8% | -4% | 1% | 10%
COc1ccc(C2=NOC(COc3ccc4c(C)cc(=O)oc4c3)C2)c(OC)c1 (configuration not stated) | 0% | -15%[46 µM] | / | ? | 10% | 4% | / | 8%
CCc1nnc(NCn2nc(C)cc2C)s1 | 2% | 6% | 3% | -2% | -1% | 7% | ? | -9%
O=C(CN1C(=O)COc2ccc(Cl)cc21)Nc1ccc2c(c1)OCCO2 | -7% | -14% | / | 2% | 5% | -3% | -1% | 16%
O=C(c1ccc(Cl)cc1)N1CCN=C1c1ccccc1 | -3% | 9% | 5% | 1% | -3% | 0% | 15% | -6%
CCNc1ncc2nc(-c3cn(C)c4ccccc34)c(=O)n(-c3ccccc3)c2n1 | / | ? | / | / | -1% | / | 12% | 2%
CCN(CC)CCNC(=O)c1c(C)oc2cc(Br)c(OC)cc12 | -8% | -2% | -15% | -4% | 15% | -10% | 5% | -8%
O=C(Nc1nc(-c2ccccc2)cs1)c1ccco1 | 0% | / | / | 9% | -1% | 3% | / | -7%
Oc1c(C=Nc2ccccc2)sc2ccccc12 | -4% | 0%[46 µM] | / | ? | -11% | -2% | ? | 15%
Cc1ccccc1NCCNc1ccccc1C | 0% | 9% | 2% | 5% | 1% | 8% | 4% | -2%
Nc1cc(Cl)c(NC2=NCCN2)c(Cl)c1 | 0% | -27% | 14% | 0% | -6% | 0% | -3% | 3%
CS(=O)(=O)N(CC(N)=O)c1ccc(F)c(Cl)c1 | -4% | -6% | 12% | 4% | 5% | 1% | -3% | 0%
COCCn1nnnc1CN(CCc1ccc(OC)c(OC)c1)Cc1cc2ccc(C)cc2[nH]c1=O | -2% | -6% | -3% | ? | -5% | -14% | 11µM* | 1%
COc1ccc(CCN(C)C(=O)C2CCN(Cc3ccc(C)cc3)CC2)cc1OC | 0% | 4%[46 µM] | -9% | ? | i | -4% | -11% | 0%
CCOC(=O)N1CCN(C(=O)Cn2ncn3nc(-c4cccs4)cc3c2=O)CC1 | -3% | -8% | -23% | ? | i | -13% | ? | 7%
Nc1nnnn1/N=C/c1cccc(OCc2ccccc2Cl)c1 | -1% | ? | -23% | 1% | 2% | -7% | 1% | -7%
CC1(C)CC(=O)c2cc(O)ccc2O1 | -2% | ? | 7% | -4% | 9% | 2% | -8% | 5%
COc1ccc(C(=O)Nc2ccc(OC)c([N+](=O)[O-])c2)cc1Br | -6% | 10%[46 µM] | -13% | -9% | 1% | 2% | 2% | 22%
CC(=O)N1CCN(CC(=O)Nc2c(Cl)cccc2Cl)CC1 | -5% | -3% | -6% | ? | i | 3% | ? | -4%
COc1ccccc1CNC(=O)C1CC2Cn3c(nc4ccccc43)C2N1C (configuration not stated) | 0% | / | / | 6% | i | 4% | / | 3%
CCOc1ccc(NC(=O)c2cc3cc4ccc(C)cc4nc3o2)cc1 | 1%&-1% | / | -53%&11%[inhibitor] | 1% | -7% | 9%&-2% | 5% | -3%
Cn1c2ccccc2c(=O)c2c(=O)n(Cc3ccco3)c(-c3ccc(Cl)cc3Cl)nc21 | -3% | / | / | ? | -2% | -6% | ? | 18%
COc1ccc2c(=O)c3c(=O)n(CCc4ccccc4)c(C(C)C)nc3oc2c1 | -3% | / | / | -11% | -9% | 6% | / | 27%
Cc1cc(=O)oc(C)c1C(=O)NCCCN1CCN(c2ccc(F)cc2)CC1 | 0% | 13% | -2% | -2% | -6% | 2% | ? | -5%
CC(=O)NC(=S)Nc1cccc2ccc(C)nc12 | 2% | / | / | 9% | 13% | 2% | / | 6%
Cn1nnc(NC(=O)COc2ccc(C3CCCCC3)cc2)n1 | -1% | -18% | 16% | -2% | -2% | -2% | 4% | -6%
Cc1csc(NC(=O)Cc2c[nH]c3ccccc23)n1 | 1% | 1% | -3% | 2% | i | -6% | 5% | 0%
COc1c(C)cccc1C(=O)Nc1cc(Cl)ccc1N1CCOCC1 | 3% | -6% | 11% | ? | -4% | -2% | ? | 5%
COc1ccc(Oc2coc3c(CN(C)C)c(O)ccc3c2=O)cc1 | -5% | 5% | -21% | ? | -5% | 6% | ? | 1%
COc1ccc(/C=C2\N=C(c3ccccc3Cl)NC2=O)cc1 | -3% | / | / | -26% | i | -1% | / | 11%
CCCCC1(COC(=O)CCC(=O)O)C(=O)N(c2ccccc2)N(c2ccccc2)C1=O | 0% | -7% | -21% | 1% | -10% | 0% | -5% | -8%
CCn1nc(C)c(CNC(=O)Nc2ccccc2C(=O)OC)c1C | -1% | -25%[46 µM] | -39%[inhibitor] | ? | i | 2% | ? | -2%
COC(=O)c1cccc(C(=O)N2CCC(CO)(Cc3ccccc3Cl)CC2)c1 | 0% | 14%[46 µM] | / | 5% | -7% | -4% | -6% | 5%
CCNC(=O)NC(=O)C(C)OC(=O)c1cc(S(=O)(=O)N2CCCCCC2)ccc1OC (configuration not stated) | -1% | 4% | -4% | 6% | 9% | -6% | 13% | 5%
O=C(Cn1c(=O)n(Cc2ccccc2)c(=O)c2ccccc21)NCc1ccco1 | 0% | -6% | 3% | 3% | 0% | 0% | -6% | 6%
COc1ccc(CNC(=O)c2ccc(C(C)(C)C)cc2)cc1 | -4% | / | / | -33% | 18% | -5% | 9% | -8%
O=[N+]([O-])C1=CC=C2C(=NC3(CCCCC3)N2O)C1=NCCc1ccccc1 | -3% | / | -20% | -5% | 8% | 5% | -13% | 2%
CC1CC(C)(C)NC(=S)N1CCC(=O)Nc1ccc2c(c1)OCCO2 (configuration not stated) | -3% | -9%[9.22 µM] | 5% | 5% | -7% | -4% | -2% | 6%
COC(=O)c1ccc(CO/N=C(\NC(C)=O)c2nonc2NC(C)=O)cc1 | 1% | -5% | 1% | 2% | -1% | -1% | 13% | -1%
S=C(NCC1CCCCC1)Nc1ccc(Oc2ccccc2)cc1 | 1% | ? | -42%[inhibitor] | -2% | -11% | -1% | ? | 13%
CC(C)=CCN1CCN(Cc2cccc3nccnc23)CC1CCO (configuration not stated) | 1% | / | / | -2% | i | -4% | 2% | 2%
